# High-throughput results as filed in PubChem BioAssay.
# Akt phos inh – HTS Assay for Inhibitors of Akt Phophorylation: Primary Screen. Neuro2A IGF-stimulated pAkt S473 HTRF, 20 min; stronger effect = lower value. activity change, % for hits at 50 µM. 0.32% of 360,000 active; in the data active = activity change below about -80%; inconclusive = mostly about -51% to -80%; note: % is set by controls: 0 for no effect and ±100 for the full control effect
#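 Neuro2A cells (4,500/well, DMEM with 0.5% FBS) were treated with compound at a single 50 µM final concentration, stimulated with 6 nM IGF for 20 min at 37 °C, and lysed. Phospho-Akt Ser473 was read by HTRF as 665/615 ratio ×10^4.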
# EPAC2 antag – qHTS for Antagonist of cAMP-regulated guanine nucleotide exchange factor 2 (EPAC2): primary screen | Rap guanine nucleotide exchange factor 4 (Homo sapiens), Q8WZA2 | EPAC2 GEF exchange of Rap1B-BODIPY-GDP, fluorescence | Potency, µM (series often up to 114 µM), inactives show at the highest dose activity, negative = inhibition, actives largely listed as inhibitors | 0.18% of 360,000 active; note: potency is the fitted concentration of half-maximal effect; % is set by controls: 0 for no effect and ±100 for the full control effect; nearly all actives have a fitted effect of over 45% in size; many of its hits are not listed in these tables
# Target sequence (Q8WZA2 whole entry, looked up): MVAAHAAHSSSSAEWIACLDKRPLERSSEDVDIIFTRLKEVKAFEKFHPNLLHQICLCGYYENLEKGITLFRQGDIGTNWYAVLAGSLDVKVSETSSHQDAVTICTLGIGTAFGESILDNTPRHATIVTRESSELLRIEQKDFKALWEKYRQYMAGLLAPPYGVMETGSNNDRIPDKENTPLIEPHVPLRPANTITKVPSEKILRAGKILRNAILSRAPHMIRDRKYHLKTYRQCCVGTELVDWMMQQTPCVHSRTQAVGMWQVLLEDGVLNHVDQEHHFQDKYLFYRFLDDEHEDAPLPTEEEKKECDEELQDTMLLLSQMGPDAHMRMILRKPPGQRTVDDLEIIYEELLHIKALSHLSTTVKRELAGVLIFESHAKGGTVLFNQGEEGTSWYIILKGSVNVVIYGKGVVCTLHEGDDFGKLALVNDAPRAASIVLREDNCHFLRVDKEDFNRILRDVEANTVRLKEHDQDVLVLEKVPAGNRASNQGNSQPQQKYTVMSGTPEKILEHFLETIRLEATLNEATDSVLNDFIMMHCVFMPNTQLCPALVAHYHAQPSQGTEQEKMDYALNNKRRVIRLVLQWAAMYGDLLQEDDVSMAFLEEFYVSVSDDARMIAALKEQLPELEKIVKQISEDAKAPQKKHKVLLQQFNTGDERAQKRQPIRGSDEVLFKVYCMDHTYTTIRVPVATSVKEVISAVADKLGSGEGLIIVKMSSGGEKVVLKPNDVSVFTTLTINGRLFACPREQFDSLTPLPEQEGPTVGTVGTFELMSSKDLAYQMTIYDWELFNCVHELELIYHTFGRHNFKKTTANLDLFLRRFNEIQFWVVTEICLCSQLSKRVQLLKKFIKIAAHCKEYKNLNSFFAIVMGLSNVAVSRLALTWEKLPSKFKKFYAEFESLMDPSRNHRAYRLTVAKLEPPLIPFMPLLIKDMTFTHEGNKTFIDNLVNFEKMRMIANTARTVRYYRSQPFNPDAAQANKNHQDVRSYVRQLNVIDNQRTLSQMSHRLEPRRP
# TGFb SMAD3 inh – qHTS for Inhibitors of TGF-b; 1.2% of 410,000 active; Potency, µM (titrated, usually from 46.1 µM), for the others: top-dose activity, negative = inhibition, hits mostly inhibitors; HepG2 CAGA-GFP TGF-b/SMAD3 reporter, GFP fluorescence, 18 h; TGF-beta stimulated, 500 pg/mL final; note: potency is the fitted concentration of half-maximal effect; % is set by controls: 0 for no effect and ±100 for the full control effect; nearly all actives have a fitted effect of over 65% in size
#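 HEPG2 CAGA-GFP, 1000 cells/well; 2 h settle, 37 C; cpd via pin tool; TGF-b 500 pg/mL final; 18 h, 37 C; GFP imaging ex488/em500-530; %Activity normalised to -TGF-b and +DMSO controls; CRC fit, curve class.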
# EPAC2 ag – qHTS for Agonist of cAMP-regulated guanine nucleotide exchange factor 4 (EPAC2): primary screen | Potency, µM (series often up to 154 µM), for inactives: top-dose activation, actives largely listed as activators | 0.079% of 360,000 active | EPAC2 activation, biochemical qHTS; response scale: 100% = 6.5 mM cAMP response | Rap guanine nucleotide exchange factor 4 (Homo sapiens), Q8WZA2; note: potency is the fitted concentration of half-maximal effect; nearly all actives have a fitted effect of over 50% in size
#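 Setup: EPAC2 100 nM, labeled Rap1B complex 250 nM, free GDP 50 uM. Compound titrations pinned in, brief spin, 5 min room temperature incubation. Kinetic fluorescence read over 30 min, normalized to 6.5 mM cAMP.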
# Nrf2 ARE act – qHTS of Nrf2 Activators; AID 624171, 2012; 0.31% of 410,000 active; Potency, µM (series often up to 46.1 µM), without a hit: at the highest dose activation, most hits filed as activators; AREc32 ARE-luciferase reporter (MCF7-derived line), luminescence, 24 h; note: potency is the fitted concentration of half-maximal effect; % of control where 0% means no effect; nearly all actives have a fitted effect of over 65% in size
#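 ARE-driven firefly luciferase activity in AREc32 cells measured after a 24 hr compound exposure at 37 deg C, using Steady-Glo reagent and a 30 min room-temperature hold.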
# Mm-Cpn inhibitor – Inhibitors of TCP-1 ring complex (TRiC) of Methanococcus maripaludis (MmCpn): qHTS; 0.031% of 330,000 active; Chaperonin Mm-Cpn (Methanococcus maripaludis); Potency, µM (highest dose often 76.9 µM), without a hit: top-dose activity, negative = inhibition, actives largely listed as inhibitors; purified Mm-Cpn ATPase, ADP Transcreener TR-FRET; note: potency is the fitted concentration of half-maximal effect; % is set by controls: 0 for no effect and ±100 for the full control effect; nearly all actives have a fitted effect of over 80% in size
#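 Measured: ADP formation by purified Mm-CPN. Conditions: 25 nM protein, 10 uM ATP, Tris pH 7.4 with Mg2+, K+ and DTT, 37°C for 30 min. Detection: Transcreener HTRF after 30 min at room temperature.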
# CCT modulator – High-Throughput Screening for Modulators of Cytosolic Chaperonin Activity | 0.3% of 360,000 active | activity change, % (test concentration not listed), hits read low | purified chaperonin ATPase assay, HTRF ADP detection, 30 min; in the data active = activity change below about -30%; note: % is set by controls: 0 for no effect and ±100 for the full control effect
#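 Enzyme 40 or 20 nM (batch-dependent) in Tris pH 7.4/KCl/MgCl2/DTT; cpd 76 uM single point; ATP 10 uM; 30 min 37 °C; Transcreener ADP HTRF detection, 30 min RT; ratio 665/615.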
# A549 viability – Nrf2 qHTS screen for inhibitors: counterscreen for cytotoxicity | A549 ARE-Fluc cells, CellTiter-Fluor viability, 18-24 h | Potency, µM (top dose mostly 46 µM), for inactives: at the top dose activity change, negative = cytotoxicity, most hits filed as inhibitors | 0.16% of 390,000 active | AID 504648, 2011; note: potency is the fitted concentration of half-maximal effect; % is set by controls: 0 for no effect and ±100 for the full control effect
#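 A549 ARE_Fluc cells in 5% FBS OPTI-MEM were exposed to compounds in concentration-response for 18-24 h at 37 deg C. Viability was read by CellTiter-Fluor fluorescence (Ex 405/Em 525) after 30 min, before the luciferase read.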
# Nrf2 block – Nrf2 qHTS screen for inhibitors | A549 ARE-Fluc reporter, luciferase luminescence, 18-24 h | AID 504444, 2011 | Potency, µM (highest dose often 46 µM), for the others: top-dose activity change, negative = inhibition, usual class: inhibitors | 2.1% of 360,000 active; note: potency is the fitted concentration of half-maximal effect; % is set by controls: 0 for no effect and ±100 for the full control effect; nearly all actives have a fitted effect of over 60% in size
#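 A549 ARE_Fluc cells, 5000/well, 5% FBS OPTI-MEM; compounds in dose-response, 18-24 h at 37 °C/5% CO2; CellTiter-Fluor viability read (Ex 405/Em 525), then BugLite luciferase luminescence = Nrf2 activity.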
# * marks the source's active call; other numbers are inactive results; i = inactive; ? = inconclusive; . = no result given; & = joins results of further samples. Unless noted, calls come from the whole dose curve; as a rule, active = well fitted curve in the direction sought with a large enough effect; inconclusive = small, poorly fitted or top-dose-only effect, or another doubt; inactive = no such curve, though single readings can be large; an effect the other way counts as inactive or inconclusive.
# Start of the data: the first three records as a preview:
SMILES,Akt phos inh,EPAC2 antag,TGFb SMAD3 inh,EPAC2 ag,Nrf2 ARE act,Mm-Cpn inhibitor,CCT modulator,A549 viability,Nrf2 block
Cn1c(C(=O)NCc2cccc(Cl)c2)cc2oc3ccccc3c21,.,.,-2.5%,.,-1.2%,.,.,-0.9%,?
CC(=O)Nc1ccc(-c2csc(NC(=O)CCCc3cccs3)n2)cc1,i,1.6%,1.9%,6.3%,-0.2%,-3.4%,-5.3,2.2%,9.5%
c1ccc(COc2ccc(CNCc3cccnc3)cc2)cc1,i,4.9%,-30.8%,0.6%,6.2%,-2.4%,0.2,-2.4%,15.3%

# The whole of this part, from the start:
SMILES,Akt phos inh,EPAC2 antag,TGFb SMAD3 inh,EPAC2 ag,Nrf2 ARE act,Mm-Cpn inhibitor,CCT modulator,A549 viability,Nrf2 block
Cn1c(C(=O)NCc2cccc(Cl)c2)cc2oc3ccccc3c21,.,.,-2.5%,.,-1.2%,.,.,-0.9%,?
CC(=O)Nc1ccc(-c2csc(NC(=O)CCCc3cccs3)n2)cc1,i,1.6%,1.9%,6.3%,-0.2%,-3.4%,-5.3,2.2%,9.5%
c1ccc(COc2ccc(CNCc3cccnc3)cc2)cc1,i,4.9%,-30.8%,0.6%,6.2%,-2.4%,0.2,-2.4%,15.3%
CC1=C(C(=O)N(C(C)C)C(C)C)CC(CC(=O)NCc2ccco2)C(=O)N1Cc1ccccc1 (configuration not stated),i,16.6%,?,4.2%,-0.9%,.,0.7,.,.
CC(C)Cc1ccc(-c2cc3nc(NCC4CC4)ccn3n2)cc1,i,-9.5%,-24.3%,-6.2%,7.1%,.,0.2,.,.
CCCC(=O)NC(=S)Nc1ccccc1C(F)(F)F,i,4.7%,-18.6%,-1.0%,-0.5%,.,-1.4,-7.4%,3.9%
CC(=O)C[C@@H](O)CC(=O)[C@@H]1OC(=O)CCCCCCCc2ccccc21,i,-0.8%,-0.7%,4.7%,-0.2%,-0.6%,0.8,3.5%,2.0%
Cc1nc(NC2CCCC2)sc1C(=O)N(C)C,i,-0.2%,0.8%,5.7%,-0.6%,-0.8%,-2.4,-7.0%,.
COc1ccc(OC)c(NC(=O)c2cc3ccccc3cc2OC)c1,i,-5.3%,-14.1%,9.8%,8.4%,-0.5%,-1.3,-3.1%,15.6%
O=C(NCCc1ccccc1)c1ccc(CS(=O)(=O)Cc2ccccc2F)o1,i,8.1%,-4.0%,7.2%,2.8%,1.6%,-1.5,3.4%,10.7%

# Ordered by value in Nrf2 ARE act (largest number first): three of the compounds above
smiles,Nrf2 ARE act
O=C(NCCc1ccccc1)c1ccc(CS(=O)(=O)Cc2ccccc2F)o1,2.8%
CC(=O)Nc1ccc(-c2csc(NC(=O)CCCc3cccs3)n2)cc1,-0.2%
Cn1c(C(=O)NCc2cccc(Cl)c2)cc2oc3ccccc3c21,-1.2%

# Additional records
SMILES,Akt phos inh,EPAC2 antag,TGFb SMAD3 inh,EPAC2 ag,Nrf2 ARE act,Mm-Cpn inhibitor,CCT modulator,A549 viability,Nrf2 block
O=C(NCCc1ccccc1)C1CCN(C2CCN(C(=O)CC3=CCCCC3)CC2)CC1,i,3.8%,2.9%,0.2%,0.5%,0.1%,0.8,11.6%,0.0%
O=C(NC(NC(=S)Nc1ccccc1Cl)C(Cl)(Cl)Cl)c1cccc(Cl)c1 (configuration not stated),i,-16.0%,?,0.5%,13.5%,-0.4%,1.7,?,?
COC(=O)c1cc(NC2c3ccccc3C(=O)N2Cc2ccco2)cc(C(=O)OC)c1 (configuration not stated),i,2.0%,-21.3%,6.6%,-0.8%,1.4%,0.6,4.2%,8.9%
COc1cc(NC(=O)c2cccc(Br)c2)nc(OC)n1,i,-10.8%,-25.4%,14.8%,14.1µM*,1.0%,-0.8,0.5%,5.6%
O=C(CN1C(=O)NC2(CCc3ccccc32)C1=O)NCc1cccc(C(F)(F)F)c1 (configuration not stated),i,-16.9%,0.6%,-3.8%,-0.3%,-0.1%,-1.6,1.2%,1.8%
N#CC1(NC(=O)CSc2nnc(-c3ccccc3F)o2)CCCCC1,i,2.0%,2.6%,0.8%,-0.1%,-1.7%,-0.7,-7.5%,1.7%
COc1ccc(NC(=O)CS(=O)CC(=O)Nc2cccc3cccnc23)cc1 (configuration not stated),i,2.1%,17.9%,11.3%,4.9%,-0.6%,-2.1,2.5%,-2.3%
C[C@@H]1CN([C@@H](C)CO)C(=O)CCCn2nncc2CO[C@@H]1CN(C)C(=O)OCc1ccccc1,i,8.3%,8.3%,-0.5%,0.3%,.,-0.1,.,.
CC(=O)Nc1cccc(-c2cc(-c3c(Cl)cccc3Cl)no2)c1,i,-19.3%,?,12.6%,0.8%,2.5%,1.0,0.0%,?
CC[N+](C)(CC)CCOC(=O)C1c2ccccc2Oc2ccccc21,i,26.3%,-9.9%,-8.2%,-0.2%,0.7%,-0.9,-2.2%,0.6%
COc1ccc(-c2ncncc2-c2csc(C)n2)c(O)c1OC,i,6.3%,1.0%,6.5%,0.6%,1.3%,0.4,-8.0%,0.2%
COCc1ccc(-c2ccc3c(c2)c(C#Cc2ccsc2)c(-c2cc(OC)cc(OC)c2)n3C)cc1,i,7.4%,-0.7%,7.9%,-0.6%,-4.1%,-0.1,1.9%,0.3%
Cc1cccc2sc(NC(=O)c3ccc(OCC4CCCO4)cc3)nc12 (configuration not stated),i,-18.4%,11.3%,5.5%,0.8%,-1.3%,0.0,-0.8%,-9.4%
COC(=O)c1ccc2nc(-c3ccccc3)c(Cc3ccccc3C(F)(F)F)n2c1,i,?,.,-5.4%,5.9%,.,-1.2,.,.
Cc1cccc(OCC(=O)NS(=O)(=O)c2ccc(Br)cc2)c1,i,?,-6.6%,5.6%,0.1%,-5.9%,-0.2,9.8%,-29.7%
COCCN1CCN(C(=O)c2ccc3nc(Cc4ccccc4F)oc3c2)CC1,i,-1.4%,6.0%,2.9%,0.3%,1.7%,-2.2,13.8%,?
S=c1[nH]nc(-c2ccc3ccccc3n2)n1-c1ccc(Cl)cc1,i,15.2%,-13.6%,2.1%,2.5%,0.2%,-0.4,2.4%,1.8%
CC(=O)c1c(C)[nH]c(C(=O)CSc2nnc(CN3CCCCCC3=O)n2-c2ccccn2)c1C,i,-1.1%,-1.5%,4.2%,0.4%,0.0%,-1.4,-6.2%,-7.9%
COC(=O)c1ccc2nc(-c3ccc(C)cc3)c(CC3CCCCC3)n2c1,i,?,?,1.7%,?,.,1.9,.,.
O=C(COc1ccc2ccc(=O)oc2c1)Nc1cc([N+](=O)[O-])ccc1F,i,-5.9%,-3.4%,7.1%,-0.7%,-0.8%,-2.9,-8.4%,2.5%
COc1cc(C(=O)N2CCCC(c3cc(C(=O)NCc4ccccc4)no3)C2)cc(OC)c1C (configuration not stated),i,-14.3%,-15.4%,13.2%,8.2%,.,1.6,.,.
O=C(NCC1CCCO1)C(c1ccco1)N(Cc1ccc(F)cc1)C(=O)CN1C(=O)c2ccccc2S1(=O)=O (configuration not stated),i,-10.4%,-29.8%,11.1%,0.4%,-1.6%,-2.6,1.7%,-0.9%
CC(Oc1cc(F)ccc1[N+](=O)[O-])C(=O)N(C)CC(=O)Nc1ccccc1C(F)(F)F (configuration not stated),i,6.7%,-1.1%,13.7%,0.1%,-2.7%,-3.9,-2.3%,-40.5%
O=C(CSc1nc2ncccc2[nH]1)Nc1ccc2c(c1)OCO2,i,0.5%,-9.7%,3.2%,0.6%,1.2%,-1.0,2.7%,7.4%
CCOC(=O)c1oc2ccccc2c1CN1CCN(C(=O)c2ccccc2)CC1,i,-2.6%,-18.2%,7.3%,0.0%,1.5%,-0.3,-0.6%,-13.2%
COCCn1c(Sc2ccccc2)nc2c1c(=O)[nH]c(=O)n2C,i,14.8%,0.0%,-6.2%,0.2%,0.2%,0.2,-8.7%,0.4%
Cc1ccc(NC(=O)c2cc(S(=O)(=O)N3CCc4ccccc43)cn2C)c(Cl)c1,.,.,?,.,1.7%,.,.,-12.1%,?
Cc1ccccc1NC(=O)COC(=O)COc1ccc2ccc(=O)oc2c1,i,10.4%,-2.3%,5.7%,-0.5%,.,-1.6,.,.
CN1C(=O)CC(=O)N(C)c2cc(S(=O)(=O)N(C)Cc3ccccc3)ccc21,i,-5.6%,1.5%&1.1%,-2.8%,0.0%&-0.1%,0.6%,0.5,3.9%&0.0%,8.1%&-3.3%
CC(=O)/C(=N/Nc1ccc([N+](=O)[O-])cc1)N1CCCc2ccccc21,i,0.0%,1.3%,14.1%,-0.4%,-2.2%,-0.1,?,?
O=C(O)C1CC=C(Cl)CC1C(=O)NCC1OCCc2ccccc21 (configuration not stated),i,25.0%,?,1.1%,0.0%,0.6%,-1.2,-6.6%,-21.8%
O=C(O)Cc1sc(NCc2ccco2)nc1-c1ccccc1,i,-6.1%,3.7%,7.4%,5.1%,-30.0%,0.2,2.9%,15.0%
FC(F)(F)c1nc(N2CCCC2)ncc1-c1nnnn1-c1ccc(Cl)cc1,i,-0.1%,?,4.9%,3.3%,-2.2%,0.5,-13.4%,13µM*

# The list is partial, so the mix of outcomes need not match the whole.
